# TWEAK Fn14 block: inhibitors of TWEAK-Fn14 interaction signaling. TWEAK-stimulated Fn14 reporter cells, luciferase luminescence, 8 h. inhibition, % at 10 µM. 2% of 360,000 active; in the data active means inhibition above about 50%
# CF NFkB block: blocks PAF-induced NF-kB reporter in cystic fibrosis cells. KKLEB NF-kB-GFP reporter, GFP fluorescence overnight. 0.86% of 360,000 active. inhibition, % at 5 µM. AID 588850;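 active means at least 50% inhibition at 5 µM, scaled per plate between neutral and stimulator controls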;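 further: PAF is a Pseudomonas aeruginosa culture filtrate used as stimulus; plate controls were PAF-stimulated DMSO wells for no effect and unstimulated DMSO wells for full effect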
# TRAIL sens C8: sensitizes caspase-8 expressing cells to TRAIL | NB7+C8 cells + TRAIL, ATPlite viability luminescence | inhibition (viability loss, TRAIL sensitization), % at 10 µM | 1% of 360,000 active | AID 624354;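 active means compounds causing at least 50% loss of cell viability in the single-dose screen, relative to plate controls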
# NCOA3 inh: inhibitors of human steroid receptor coactivator 3 (SRC3); HEK293 GAL4-SRC3 luciferase reporter, luminescence; inhibition, % at 3.6 µM; 0.17% of 360,000 active; AID 588352;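 active means inhibition above a per-campaign cutoff, the mean of all compounds plus 3 SD, cut at about 60% in these data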;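 further: 0% = DMSO-treated cells and 100% = gossypol-treated cells at 36 µM; higher means less SRC3-driven luciferase light from the GAL4 reporter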
# Target sequence (Q9Y6Q9 whole entry, looked up, the tested form may be a part): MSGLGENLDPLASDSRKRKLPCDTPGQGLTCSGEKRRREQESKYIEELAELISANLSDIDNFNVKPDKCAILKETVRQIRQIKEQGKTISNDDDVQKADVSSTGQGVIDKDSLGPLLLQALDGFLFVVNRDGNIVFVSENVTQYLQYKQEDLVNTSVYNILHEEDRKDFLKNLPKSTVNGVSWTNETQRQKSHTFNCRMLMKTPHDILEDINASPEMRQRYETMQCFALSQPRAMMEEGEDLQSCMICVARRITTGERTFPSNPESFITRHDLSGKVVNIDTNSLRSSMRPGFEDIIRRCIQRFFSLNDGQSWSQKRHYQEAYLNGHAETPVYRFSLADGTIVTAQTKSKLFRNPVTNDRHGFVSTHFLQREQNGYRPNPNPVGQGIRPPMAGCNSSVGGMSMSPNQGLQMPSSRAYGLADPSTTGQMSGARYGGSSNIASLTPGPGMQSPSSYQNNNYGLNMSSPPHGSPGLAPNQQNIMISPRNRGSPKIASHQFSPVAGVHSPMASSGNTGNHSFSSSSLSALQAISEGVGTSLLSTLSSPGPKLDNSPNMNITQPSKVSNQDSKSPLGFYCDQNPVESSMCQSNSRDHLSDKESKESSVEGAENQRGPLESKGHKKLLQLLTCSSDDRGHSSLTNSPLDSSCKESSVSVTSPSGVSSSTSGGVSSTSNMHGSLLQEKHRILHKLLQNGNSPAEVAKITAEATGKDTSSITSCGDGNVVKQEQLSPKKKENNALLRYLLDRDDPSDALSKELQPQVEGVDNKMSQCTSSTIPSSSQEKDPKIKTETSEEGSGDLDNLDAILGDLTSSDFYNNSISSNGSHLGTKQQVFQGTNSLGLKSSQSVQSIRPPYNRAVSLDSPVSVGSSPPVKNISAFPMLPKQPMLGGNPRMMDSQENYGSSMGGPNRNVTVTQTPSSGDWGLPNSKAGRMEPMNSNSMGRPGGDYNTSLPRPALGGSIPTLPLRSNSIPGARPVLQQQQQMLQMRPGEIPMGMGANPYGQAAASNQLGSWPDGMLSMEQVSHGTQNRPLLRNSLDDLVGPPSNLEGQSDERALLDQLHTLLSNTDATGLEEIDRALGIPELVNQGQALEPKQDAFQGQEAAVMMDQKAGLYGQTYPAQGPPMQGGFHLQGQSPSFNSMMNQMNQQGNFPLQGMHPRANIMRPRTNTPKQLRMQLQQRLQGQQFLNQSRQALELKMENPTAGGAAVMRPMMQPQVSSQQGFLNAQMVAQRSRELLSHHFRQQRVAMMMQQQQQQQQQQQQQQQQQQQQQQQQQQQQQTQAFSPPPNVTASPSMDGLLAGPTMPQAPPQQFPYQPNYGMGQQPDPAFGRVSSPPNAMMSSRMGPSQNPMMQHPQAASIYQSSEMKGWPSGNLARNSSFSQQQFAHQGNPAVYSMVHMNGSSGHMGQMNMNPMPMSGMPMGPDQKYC
# NR5A2 inv ag: suppresses constitutive activity of human LRH-1. 0.13% of 360,000 active. HEK293T StAR-luciferase reporter, LRH-1 transfected, 24 h. inhibition, % at 3.6 µM. O00482. AID 602396;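 active means inhibition above the mean inhibition of all tested compounds plus 3 SD, cut at about 73% in these data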;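 further: 0% = DMSO wells and 100% = reporter-only cells lacking LRH-1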
# KKLEB tox: CF airway cell cytotoxicity counter-screen; KKLEB CF airway cells viability, ATPlite luminescence, overnight; stronger effect = lower value; cells stimulated with P. aeruginosa culture filtrate; activity change (cytotoxicity), % at 5 µM; 0.36% of 360,000 active; AID 602141;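 active means corrected activity change at or below -50% at 5 µM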
# EBV LMP1 NFkB: inhibitors of Epstein-Barr LMP1-induced NF-kappaB reporter; LMP1-induced NF-kappaB luciferase reporter cells, luminescence; inhibition, % at 12.5 µM; 0.69% of 350,000 active; in the data active means inhibition above about 41%;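 further: 0% = neutral control wells and 100% = reference inhibitor control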
# NR2F2 inh: NR2F2 (human) inhibition, primary screen | P24468 | 0.7% of 370,000 active | HEK293T NGFI-A luciferase reporter, luminescence | inhibition, % at 8.6 µM | AID 686940;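 active means inhibition above a per-plate cutoff, mean inhibition of test wells between control levels plus 3 SD, cut at about 38% in these data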;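 further: cells cotransfected with COUP-TFII expression vector driving the NGFI-A reporter; 0% = median of COUP-TF2 test wells and 100% = reporter-only cells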
# Shn3 inh set2: Schnurri-3 reporter inhibition in Clone20 osteoblasts | AID 588674 | inhibition, % at 12.5 µM | Clone20 osteoblast Shn3 3'UTR firefly luciferase, 24 h | 0.52% of 360,000 active;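 active means mean inhibition of at least 75% with every replicate also reaching 75%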;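 further: 0% = median of neutral control wells and 100% = pilot-screen positive control compound; some compounds past the cut are filed as inactive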
# NCOA1 inh: inhibits human SRC1 coactivator | inhibition, % at 3.6 µM | Q15788 | 0.12% of 360,000 active | AID 588354 | HEK293 GAL4-SRC1 luciferase reporter, luminescence;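 active means inhibition above the campaign mean plus 3 SD, with each screening campaign given its own cutoff, cut at about 60% in these data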;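 further: 0% = DMSO treated cells and 100% = gossypol at 36 µM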
# TROY signal inh: TROY signaling inhibition; Q293 LMP1-TROYcd NF-kB luciferase reporter, 4 h; inhibition, % at 10 µM; 0.98% of 360,000 active;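 active means compounds whose plate-normalised and pattern-corrected inhibition of the luciferase reporter signal at the single screening dose is 50% or more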
# * hit, by the source's call; / = no result given. These rows are one share of the data; rates above refer to the full screens.
structure	TWEAK Fn14 block	CF NFkB block	TRAIL sens C8	NCOA3 inh	NR5A2 inv ag	KKLEB tox	EBV LMP1 NFkB	NR2F2 inh	Shn3 inh set2	NCOA1 inh	TROY signal inh
O=C(CN1C(=O)NC2(CCCC2)C1=O)Nc1ccccc1N1CCCC1	6	16	-6	-10	-5	-13	-5	13	1	-5	-2
CC(C)CC(c1nnnn1CC1CCCO1)N1CCN(c2nc3ccccc3s2)CC1 (stereo unspecified)	8	-1	19	1	5	3	7	10	9	-18	1
CCOc1cccc(/C=N/NC(=O)C2CCCC2)c1O	-9	1	19	-1	-10	-37	-4	-1	15	-8	-29
Cc1ccccc1NC(=O)Cn1nc(C(=O)O)c2ccccc2c1=O	10	2	-6	9	-9	14	3	-5	-2	2	16
Cc1ccc(NC(=S)NNc2ncc(C(F)(F)F)cc2Cl)cc1	17	2	5	13	10	6	4	29	35	7	-29
CCOc1ccc(C(CC(=O)O)NC(=O)C23CC4CC(CC(C4)C2)C3)cc1OC (stereo unspecified)	3	-9	1	0	-8	3	-6	-11	11	-52	11
COc1ccc(CCN(C)CCC(=O)Nc2ccc(C)cc2)cc1OC	-23	-1	-5	-8	-8	2	1	10	-15	1	0
CC(=O)Nc1ccc(NC(=O)C(C)OC(=O)c2cccc(S(=O)(=O)N3CCCCCC3)c2)cc1 (stereo unspecified)	-27	-2	-1	-4	18	-2	-1	-8	1	-11	-18
O=C(c1ccc(CS(=O)c2ccc(Br)cc2)o1)N1CCN(C2CCCCC2)CC1 (stereo unspecified)	-6	-2	-7	-1	-18	-8	-17	-10	-10	-15	6
COc1ccccc1C(=O)NNC(=O)c1cc2ccccc2cc1O	-17	14	21	-3	10	-13	22	-12	-6	-16	-32
O=C(NC1CCCc2ccccc21)C1CCN(S(=O)(=O)c2cccc3nsnc23)CC1 (stereo unspecified)	-5	-7	-6	-9	-24	6	-11	2	4	-10	12
O/N=C(\c1ccc(Cl)cc1Cl)c1ncc(C(F)(F)F)cc1Cl	9	2	-1	-13	0	6	4	14	51	0	40
CCc1ccc(CCC(=O)Nc2ccc(Cl)cc2)o1	-2	0	-11	-11	-31	2	3	-1	-23	-5	-29
CCOP(=O)(OCC)c1nc(-c2cccc3ccccc23)oc1N1CCCCC1	-1	22	1	12	-17	-17	-3	0	-8	-5	0
O=c1c2cc([N+](=O)[O-])ccc2nc2n1CCCC2	1	-11	-13	3	12	-8	-2	-9	5	-40	-19
O=C(c1ccccc1F)N1CCN(C(=O)C(c2ccccc2)c2ccccc2)CC1	-7	6	2	-23	-24	-7	-2	18	-14	-3	14
Cc1ccc(C)c(S(=O)(=O)/N=C2\C=C(NS(=O)(=O)c3ccccc3)C(=O)c3ccccc32)c1	18	32	4	1	29	3	1	11	8	7	18
COC(=O)c1ccccc1OC(=O)c1cc[n+]([O-])cc1	7	8	-2	8	23	-2	1	-5	-7	0	-1
COc1cccc(-n2c(-c3ccco3)nc3nc4ccccc4nc32)c1	0	-16	1	11	-10	1	1	-3	-22	-8	-18
C#CCn1c(S(=O)(=O)Cc2ccc(OC)cc2)nc(-c2ccccc2)c1-c1ccccc1	-23	4	17	21	14	3	-8	22	28	22	-22
COc1ccc(C2=CC(=O)C[C@H](c3ccc(F)cc3)C2)cc1OC	-17	24	8	-10	26	-35	8	23	28	-17	12
NC(=O)C1CCN(CC(=O)Nc2nccs2)CC1	0	9	0	3	1	13	5	8	1	15	11
CCOC(=O)C1CCN(C(=O)CC(C)S(=O)(=O)c2ccc3c(c2)NC(=O)CO3)CC1 (stereo unspecified)	9	-2	7	0	-5	2	6	-1	-5	-3	-8
COc1ccc(C(=O)OCC(=O)N(Cc2ccccc2)Cc2ccccc2)c(O)c1	-17	1	-6	8	-9	9	-1	6	26	4	12
COc1ccc(/C=N/NC(=O)CSCC(=O)Nc2ccccc2)cc1OC	-27	-2	8	4	-18	10	0	-6	7	-23	1
COc1cccc(C(C(=O)NC2CCCCC2)N(C(=O)c2ccco2)c2ccc(-n3cnnn3)c(C)c2)c1 (stereo unspecified)	3	-7	-1	-16	3	4	-1	2	5	-10	-2
Cc1nn(-c2ccccc2)c(C)c1C(=O)OC(C)C(=O)Nc1ccc(C(N)=O)cc1 (stereo unspecified)	-25	13	-3	-11	-10	-9	-5	7	9	-17	-3
CCOC(=O)c1cc(-c2cccc(O)c2)oc1C	6	/	0	/	-73	/	/	-60	/	/	-34
Cc1ccc(NC(=O)COC(=O)c2cc(C)nc3ccccc23)c([N+](=O)[O-])c1	-3	-9	-8	3	11	-26	6	-10	12	-4	-16
O=C(COc1ccccc1)n1nc(-c2ccc(Cl)cc2)nc1NCc1ccco1	3	2	11	-57	-94	1	-15	-24	-63	-73	-36
Cc1cc(C)cc(NC(=O)c2nccnc2C(=O)O)c1	16	-12	-15	12	9	8	-11	-4	-11	-3	-5
CSc1nnc2c(n1)[nH]c1c(C)cccc12	14	-57	-4	-27	-18	3	3	-1	-15	-2	-41
CC(C)(C)n1nc2c(c1NC(=O)c1cc3ccccc3o1)CSC2	-1	-4	-3	14	7	16	-4	31	7	10	6
O=C(c1ccc(Cl)cc1)N1CCN(c2ccc([N+](=O)[O-])c(NCc3cccnc3)c2)CC1	2	5	-3	0	17	0	6	9	19	-2	25
CCCOc1ccc(NC(=O)CC2C(=O)Nc3ccccc3N2CC(=O)N2CCCC2)cc1 (stereo unspecified)	5	22	3	8	21	18	1	8	-12	-6	-22
COc1ccc(CCC(=O)NCc2ccco2)cc1	-13	5	-1	-1	16	7	4	2	2	-6	-25
O=C(CN1CCOCC1)Nc1ccc2c(c1)CCC2	-17	-14	-6	-14	-20	14	8	-4	12	-34	-15
Cc1cc(C)c(S(=O)(=O)n2ccc(-c3ccc(OCCN(C)c4ccccn4)cc3)n2)c(C)c1	-17	-12	7	20	3	-1	-10	4	9	7	-6
CCCC1C(c2ccco2)NC(c2ccco2)CC1(C)O (stereo unspecified)	10	9	-3	14	8	-2	-6	-4	-5	-6	-9
N#C/C(=C\c1ccc(O)c(O)c1)C(=O)NCCc1ccccc1	-47	-7	17	-11	2	21	-9	-5	38	-55	-30
N#CCCn1c(C(C#N)(CCC#N)CCC#N)nc2ccccc21	9	-28	-2	-17	-24	3	-5	12	-7	-12	1
Cc1ccc(-n2ncc3c(NCc4cccnc4)ncnc32)cc1C	18	8	36	-66	-128	1	/	1	-20	-69	-10
COC(=O)[C@H](Cc1ccccc1)NC(=O)NCc1ccccc1	7	8	-22	8	-29	-3	-3	9	-8	15	-7
O=C(CSc1nnc2ccccn12)c1ccccc1	9	-15	-16	-63	-40	-10	-16	-40	-75	-59	-49
COc1ccc(N2CC(C(=O)Nc3nnc(SCC(=O)c4ccccc4)s3)CC2=O)cc1 (stereo unspecified)	24	4	-13	-29	7	5	2	19	-16	13	-30
COc1cccc(CN(C)C(=O)CN2C(=O)NC3(CCCc4ccccc43)C2=O)c1 (stereo unspecified)	5	6	3	2	6	6	8	2	5	2	8
CS/C(N)=N/N=C/c1ccc([N+](=O)[O-])cc1	-21	-3	13	-29	-5	-18	7	-38	-18	-64	-35
Cc1nnc2sc(SCC(=O)N3CCC(C)CC3)nn2c1=O	7	9	-6	3	12	-15	13	8	-4	-5	0
CCOC(=O)C1(Cc2cccc(Cl)c2)CCCN(C(=O)CCSC)C1 (stereo unspecified)	-24	0	-2	-2	-10	-3	-11	10	-22	-2	4
COC(=O)[C@@H]1C[C@@]2(O)[C@H](O)[C@H](O)[C@H](O)C[C@H]2N1Cc1cc(F)ccc1F	-9	10	-18	0	-9	-23	9	-8	7	8	8
CCN(C(=O)c1ccc2c(Cl)c3c(nc2c1)CCC3)c1ccc(C)c(C)c1	45	-3	6	0	-5	5	10	19	9	-10	29
c1ccc(-c2noc(CSc3nc4ccccc4o3)n2)cc1	-12	-8	-12	4	8	16	-3	-19	3	-4	-59
CSc1nc2ccc3nc(NC(=O)c4ccccc4)sc3c2s1	-9	-13	20	-33	-27	15	-45	-15	-34	-44	-41
O=C(CCNC(=O)c1ccc(Br)o1)NCc1ccc(Cl)cc1	9	-10	13	-14	-14	3	1	-12	16	-3	-6
Cn1c(CCNC(=O)c2ccc(Cl)cc2)n[nH]c1=S	16	-11	-14	-3	12	2	-5	-5	16	-6	-31
CCc1ccc(C(=O)N/N=C(\C)c2cccnc2)s1	-24	-29	40	-12	-30	4	-16	-4	-37	-10	-40
CC(C)C1=NN(C(=O)c2ccccc2)C(O)(C(C)(C)C)C1 (stereo unspecified)	-14	2	3	-23	-132	-7	-8	-32	-9	-73	-21
CCOc1ccc(-c2cccc(NS(=O)(=O)c3ccc([N+](=O)[O-])cc3)c2)nn1	-1	-31	-15	-19	14	11	3	5	19	-1	5
COc1ccc(/C=N/NC(=O)c2ccc(OC)c(OC)c2)cc1COc1c(F)c(F)c(F)c(F)c1F	-14	17	15	9	-10	-6	3	-2	6	-10	3
COc1ccc(C2N(c3ccc(OC)cc3)C(=O)C3CCCN32)cc1 (stereo unspecified)	-9	-9	7	-5	-13	2	-5	-4	-2	-15	-9

# Part of the list above in another layout:
# The line under a structure holds: TWEAK Fn14 block | CF NFkB block | TRAIL sens C8 | NCOA3 inh | NR5A2 inv ag | KKLEB tox | EBV LMP1 NFkB | NR2F2 inh | Shn3 inh set2 | NCOA1 inh | TROY signal inh
> O=C(CCNC(=O)c1ccc(Br)o1)NCc1ccc(Cl)cc1
    9 | -10 | 13 | -14 | -14 | 3 | 1 | -12 | 16 | -3 | -6
> Cn1c(CCNC(=O)c2ccc(Cl)cc2)n[nH]c1=S
    16 | -11 | -14 | -3 | 12 | 2 | -5 | -5 | 16 | -6 | -31

# Other compounds follow.
structure	TWEAK Fn14 block	CF NFkB block	TRAIL sens C8	NCOA3 inh	NR5A2 inv ag	KKLEB tox	EBV LMP1 NFkB	NR2F2 inh	Shn3 inh set2	NCOA1 inh	TROY signal inh
Cc1cccnc1NC1(C(F)(F)F)N=C2SCCN2C1=O (stereo unspecified)	15	-15	-4	25	4	-8	-2	22	-3	19	8
Cc1ccc(NCc2ccco2)cc1C	-21	-13	1	12	-3	15	-13	-6	10	-19	-5
COc1ccc(S(=O)(=O)NNC(=O)C(=O)NNc2ccccn2)cc1	-2	-14	2	-5	8	-2	-3	13	-6	0	6
COc1cccc(CC(=O)OCC(=O)Nc2c(C)nn(-c3ccccc3)c2C)c1	12	24	4	4	-5	-6	6	0	-5	-17	-18
O=C(Nc1cccnc1)c1noc2c1CCCCC2	49	-4	35	-19	-80	-6	5	/	6	-15	64*
O=C(O)c1ccc(-n2nnc3ccccc32)c([N+](=O)[O-])c1	8	-1	-2	7	1	0	-3	4	-5	-5	13
CCN(CC)CCCNC(=O)c1oc2ccc(S(=O)(=O)N3CC(C)CC(C)C3)cc2c1C (stereo unspecified)	16	-11	1	17	-16	16	-7	-32	-7	14	2
COc1ccc(/C=N/Nc2cc(C)nc3ccc(OC)cc23)c(OC)c1	86*	-105	89*	5	12	-11	70*	6	96*	5	82*
CCc1nc2c(OCC(=O)N3CCOCC3)cccn2c1N(C)C(=O)COc1ccccc1	0	5	4	11	-9	0	/	-2	-12	-4	-15
C/C(=N\Nc1ccccn1)c1cccs1	-25	-2	8	-79	-88	-4	-31	-29	-141	-66	-70
